STAT1 activator: STAT1 signaling activators, primary screen, cell-based, HTS, luciferase reporter; NIH 3T3 STAT1-luciferase reporter, IFN-gamma, luminescence; 100% = IFN-gamma alone, no compound; activation (% of control), % at 5.5 µM; 2.6% of 200,000 active;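 active means activation above the screen-wide mean activation plus 3 SD, cut at about 130% in these data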;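 further: raw ratio to IFN-gamma control signal so 100% means no change and 0% no light; values of inactives mirror those of a sister screen read the other way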
STAT1 blocker: STAT1 signaling inhibitors, primary screen, cell-based, HTS, luciferase reporter; NIH 3T3 STAT1-luciferase reporter, IFN-gamma, luminescence; inhibition, % at 5.5 µM; 0.35% of 200,000 active; AID 920, 2007;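 active means inhibition above a set limit, the mean inhibition across all tested compounds plus 3 SD, cut at about 34% in these data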;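 further: 0% = IFN-gamma with DMSO and 100% = IFN-gamma with 300 µM nifuroxazide; values of inactives mirror those of a sister screen read the other way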
APP transl inh: inhibitors of APP translation via 5'UTR reporter, primary screen, APP 5'UTR luciferase, SH-SY5Y cells; inhibition, % at 2 µM; 0.82% of 190,000 active; SH-SY5Y APP 5'UTR-luciferase reporter, luminescence;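 active means inhibition above a set limit, derived from the sample mean plus 3 SD, cut at about 45% in these data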; further: values of inactives mirror those of a sister screen read the other way
STAT3 act: IL-6 driven STAT3 reporter potentiators, primary screen, U3A cells, luciferase, luminescence, MLSCN library; IL-6 STAT3-luciferase reporter; 100% = signal with IL-6 EC80 alone; activation (% of control), % at 5.6 µM; 0.91% of 190,000 active; AID 871, 2007;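 active means activation above the screen-wide mean of compound activation plus 3 SD, cut at about 130% in these data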;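 further: 0% = background luminescence of wells with medium and substrate only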
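Test system: Human STAT1-deficient U3A cells with stable STAT3-luciferase reporter | Also added: Interleukin-6, 33 ng/mL | Timing: Compound pre-incubation 1 h before IL-6, then 6 h stimulation at 37 °C | Technique: Luciferase reporter luminescence | Read-out: Percent of IL-6-only median luminescence | Benchmarks: IL-6-only wells as 100% reference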
NF-kB expr up: activators of NF-kB expression in neurons, primary screen, cell-based, HTS. human neuronal cells, NF-kB reporter expression; hits give high values. fold change at 12.5 µM. 1.6% of 190,000 active; in the data active means fold change above about 3.3
FLuc act counter: FLuc activators, initial screening, artefact control for FLuc-dependent activation tests, biochemical, ATPlite luminescence; ATPlite luciferase biochemical, 10 min; 0 = ATP-free wells, 1 = DMSO control; 200,000 tested, under 10 active; Luciferin 4-monooxygenase (Photinus pyralis), P08659; activation factor at 10 µM;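 active means luciferase activation factor, scaled between plate controls, of at least 2 with compound at 10 µM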
Target sequence (P08659 whole entry, looked up): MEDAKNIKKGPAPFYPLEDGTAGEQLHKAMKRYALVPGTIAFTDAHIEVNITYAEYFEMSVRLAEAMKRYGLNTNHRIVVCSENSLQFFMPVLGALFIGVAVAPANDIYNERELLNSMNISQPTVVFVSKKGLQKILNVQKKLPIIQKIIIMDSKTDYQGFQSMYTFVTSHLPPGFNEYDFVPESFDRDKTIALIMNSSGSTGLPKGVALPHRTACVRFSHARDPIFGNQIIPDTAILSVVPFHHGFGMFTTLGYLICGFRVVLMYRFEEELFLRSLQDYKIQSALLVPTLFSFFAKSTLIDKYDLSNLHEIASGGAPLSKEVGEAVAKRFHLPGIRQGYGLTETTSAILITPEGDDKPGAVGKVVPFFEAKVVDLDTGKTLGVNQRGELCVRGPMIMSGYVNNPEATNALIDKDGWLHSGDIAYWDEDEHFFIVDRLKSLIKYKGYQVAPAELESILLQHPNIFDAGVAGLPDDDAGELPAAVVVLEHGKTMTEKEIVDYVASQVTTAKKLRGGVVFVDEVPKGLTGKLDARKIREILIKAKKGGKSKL
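Assay system – cell-free luciferase reagent · Medium – PBS-based ATP solution · Dosing – test compounds dosed from 2 mM stocks in 100% DMSO · Timing – 10 min, room temperature · Technique – light output (luminescence) · Measure – luminescence gain marking luciferase activators · Controls – No-ATP low control, compound-free enzyme-plus-ATP high control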
STAT3 inh: IL-6 driven STAT3 reporter inhibitors, primary screen, U3A cells, luciferase, luminescence, MLSCN library; AID 862, 2007; 0.89% of 190,000 active; IL-6 STAT3-luciferase reporter; host cell line lacks STAT1; inhibition, % at 5.5 µM;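 active means inhibition above the mean inhibition across all screened compounds plus 3 SD, cut at about 44% in these data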;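 further: 0% = DMSO only wells and 100% = 100 µM nifuroxazide control wells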
FLuc inh counter: firefly luciferase enzyme inhibitors, primary screen, artefact control for luciferase-based inhibitor screens, biochemical, luminescence, ATPLite; inhibition, % at 10 µM; AID 1006, 2008; Luciferin 4-monooxygenase (Photinus pyralis), P08659; 10 min; 1.5% of 200,000 active;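 active means inhibition above about 50% when tested at 10 µM, limit read from the data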
APP 5'UTR act: activators of APP 5'UTR luciferase reporter, primary screen, SH-SY5Y cells. SH-SY5Y APP 5'UTR luciferase reporter, luminescence; zero percent = DMSO vehicle wells. activation, % at 2 µM. 1% of 190,000 active. AID 1276, 2008;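 active means activation above a set limit, based on mean plus 3 SD of controls, cut at about 140% in these data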; further: values of inactives mirror those of a sister screen read the other way
ROMK primary: ROMK potassium channel modulators, primary screen, cell-based, thallium flux, MLSMR library. AID 1918, 2009. B-score at 10 µM. 2% of 130,000 active. Tet-inducible ROMK, thallium flux fluorescence; actives lie on both sides;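 active means signal ratio slope over the read window, or its plate-corrected B-score, at least 3 SD from the plate mean, either direction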;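 further: B-score of the F/F0 ratio slope over 7 to 12 s after thallium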
Target sequence (P48048 whole entry, looked up): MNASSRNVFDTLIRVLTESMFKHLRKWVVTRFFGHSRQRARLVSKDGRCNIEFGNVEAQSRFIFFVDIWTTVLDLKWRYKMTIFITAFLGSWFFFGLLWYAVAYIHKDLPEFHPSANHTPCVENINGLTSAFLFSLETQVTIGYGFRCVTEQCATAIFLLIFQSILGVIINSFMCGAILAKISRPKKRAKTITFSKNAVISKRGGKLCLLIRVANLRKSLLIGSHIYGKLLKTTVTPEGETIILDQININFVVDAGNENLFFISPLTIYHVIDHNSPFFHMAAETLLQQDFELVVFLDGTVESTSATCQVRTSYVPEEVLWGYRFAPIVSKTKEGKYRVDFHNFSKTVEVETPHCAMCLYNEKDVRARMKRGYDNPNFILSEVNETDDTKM
* marks the source's active call; other numbers are inactive results. Rows are unselected; overall some 7.1% were active at least once.

For CC(C)CCN(C(=O)Cc1ccc(Cl)c(Cl)c1)c1c(N)n(Cc2ccccc2)c(=O)[nH]c1=O the results were STAT1 activator 104, STAT1 blocker -6, APP transl inh 6, STAT3 act 106, NF-kB expr up 0.96, FLuc act counter 1.1, STAT3 inh 1, FLuc inh counter -7, APP 5'UTR act -6 and ROMK primary -0.69.
Screening [O-]/C(=C(\C(=S)Nc1ccc(Cl)cc1)[n+]1ccccc1)c1ccc(OC(F)F)cc1 returned STAT1 activator 95, STAT1 blocker 4, APP transl inh -15, STAT3 act 98, NF-kB expr up 1.4, FLuc act counter 0.8, STAT3 inh 5, FLuc inh counter 20, APP 5'UTR act 15 and ROMK primary -0.45.
Screening Cc1ccccc1NC(=O)c1ccc(S(=O)(=O)C(F)F)cc1 returned STAT1 activator 111, STAT1 blocker -12, APP transl inh -12, STAT3 act 103, NF-kB expr up 1.3, FLuc act counter 1, STAT3 inh 0, FLuc inh counter 2, APP 5'UTR act 12 and ROMK primary 0.31.
`Cc1cc(=O)oc2cc(OCC(=O)NCc3ccncc3)ccc12` gave STAT1 activator 101, STAT1 blocker -1, APP transl inh 5, STAT3 act 93, NF-kB expr up 0.88, FLuc act counter 1, STAT3 inh 12, FLuc inh counter -5 and APP 5'UTR act -5.
Cc1cccc(N(C)S(=O)(=O)c2ccc3c(c2)NC(=O)CC(=O)N3)c1 was read as STAT1 activator 99, STAT1 blocker 0, APP transl inh -14, STAT3 act 93, NF-kB expr up 0.96, FLuc act counter 1, STAT3 inh 14, FLuc inh counter 0, APP 5'UTR act 14 and ROMK primary 0.74.
For CN1CCNC(=O)C1CC(=O)NCC1(c2ccccc2)CCCCC1 (configuration not stated) the results were STAT1 activator 107, STAT1 blocker -9, APP transl inh 14, STAT3 act 102, NF-kB expr up 1, FLuc act counter 1, STAT3 inh 2, FLuc inh counter -4, APP 5'UTR act -14 and ROMK primary -0.38.
`Cc1cn(S(=O)(=O)c2ccc(Br)cc2)cn1` gave STAT1 activator 99, STAT1 blocker 1, APP transl inh 7, STAT3 act 104, NF-kB expr up 0.76, FLuc act counter 1, STAT3 inh -7, FLuc inh counter -4, APP 5'UTR act -7 and ROMK primary 1.3.
Screening CCOP(=O)(OCC)C(Nc1ccccc1)c1cc(OC)ccc1OC (configuration not stated) returned STAT1 activator 99, STAT1 blocker 1, APP transl inh -3, STAT3 act 105, NF-kB expr up 0.86, FLuc act counter 1.1, STAT3 inh -2, FLuc inh counter -5, APP 5'UTR act 3 and ROMK primary 0.45.
Screening Cc1ccc(Nc2nc(N)nc(CSC(=S)N3CCN(c4ccccc4)CC3)n2)cc1 returned STAT1 activator 97, STAT1 blocker 3, APP transl inh -7, STAT3 act 88, NF-kB expr up 0.54, FLuc act counter 1.1, STAT3 inh 13, FLuc inh counter -8 and APP 5'UTR act 7.
`O=C(CN1CCCC1)NC12CC3CC(CC(C3)C1)C2` gave STAT1 activator 104, STAT1 blocker -5, APP transl inh -23, STAT3 act 108, NF-kB expr up 1.1, FLuc act counter 1, STAT3 inh -12, FLuc inh counter -2, APP 5'UTR act 23 and ROMK primary -0.088.
Screening N=c1c2c(n(Cc3ccc([N+](=O)[O-])cc3)c3c1CCC3)CCCC2 returned STAT1 activator 96, STAT1 blocker 4, APP transl inh -7, STAT3 act 96, NF-kB expr up 0.74, FLuc act counter 1.1, STAT3 inh 13, FLuc inh counter -7, APP 5'UTR act 7 and ROMK primary 1.2.
`COc1ccc(C(C)=O)cc1COC(=O)c1ccc2c(c1)OCO2` gave STAT1 activator 102, STAT1 blocker -2, APP transl inh 1, STAT3 act 95, NF-kB expr up 1.2, FLuc act counter 1.1, STAT3 inh 11, FLuc inh counter -5, APP 5'UTR act -1 and ROMK primary -0.55.

Two entries picked at random from the list so far:
`COc1ccc(C(C)=O)cc1COC(=O)c1ccc2c(c1)OCO2` gave STAT1 activator 102, STAT1 blocker -2, APP transl inh 1, STAT3 act 95, NF-kB expr up 1.2, FLuc act counter 1.1, STAT3 inh 11, FLuc inh counter -5, APP 5'UTR act -1 and ROMK primary -0.55.
Screening CCOP(=O)(OCC)C(Nc1ccccc1)c1cc(OC)ccc1OC (configuration not stated) returned STAT1 activator 99, STAT1 blocker 1, APP transl inh -3, STAT3 act 105, NF-kB expr up 0.86, FLuc act counter 1.1, STAT3 inh -2, FLuc inh counter -5, APP 5'UTR act 3 and ROMK primary 0.45.

(listing goes on)
`CCn1ncc(C(=O)Nc2cc(C)on2)c1C` gave STAT1 activator 115, STAT1 blocker -17, APP transl inh -23, STAT3 act 91, NF-kB expr up 1.6, FLuc act counter 1, STAT3 inh 18, FLuc inh counter 5, APP 5'UTR act 23 and ROMK primary -0.27.
For c1ccc(CSc2ncccn2)cc1 the results were STAT1 activator 103, STAT1 blocker -3, APP transl inh -3, STAT3 act 97, NF-kB expr up 1.3, FLuc act counter 1, STAT3 inh 8, FLuc inh counter -1, APP 5'UTR act 3 and ROMK primary -0.056.
Screening CCOC(=O)Cc1csc(NC(=O)c2cccc(N3C(=O)CCC3=O)c2)n1 returned STAT1 activator 100, STAT1 blocker 0, APP transl inh -2, STAT3 act 102, NF-kB expr up 1.3, FLuc act counter 1, STAT3 inh 0, FLuc inh counter -2 and APP 5'UTR act 2.
Cc1ccc(NC(=O)N2CCC(c3nc4c(nnn4Cc4cccc(Cl)c4)c(=O)[nH]3)CC2)cc1 was read as STAT1 activator 101, STAT1 blocker -1, APP transl inh 3, STAT3 act 107, NF-kB expr up 0.73, FLuc act counter 1.1, STAT3 inh -7, FLuc inh counter -7 and APP 5'UTR act -3.
Cc1ccc(CNC(=O)C2CCCN(S(C)(=O)=O)C2)cc1 (configuration not stated) was read as STAT1 activator 99, STAT1 blocker -4, APP transl inh 16, STAT3 act 102, NF-kB expr up 0.73, FLuc act counter 1, STAT3 inh -2, FLuc inh counter -3, APP 5'UTR act -16 and ROMK primary 0.058.
Screening Cc1cccc(NC(=O)CN2C(=O)S/C(=C\c3cc(C)n(C)c3C)C2=O)c1 returned STAT1 activator 97, STAT1 blocker 3, STAT3 act 106, NF-kB expr up 1, FLuc act counter 1, STAT3 inh -7, FLuc inh counter -1 and ROMK primary -0.065.
Screening COc1ccc(NC(=O)Nc2ccc(Br)c(C)c2)cc1 returned STAT1 activator 145*, STAT1 blocker -49, APP transl inh -61, STAT3 act 103, NF-kB expr up 1.5, FLuc act counter 1, STAT3 inh 6, FLuc inh counter 0, APP 5'UTR act 61 and ROMK primary -0.27.
`O=C(/C=C/c1cccc(Cl)c1)NCc1ccncc1` gave STAT1 activator 98, STAT1 blocker 3, APP transl inh -1, STAT3 act 93, NF-kB expr up 1.3, FLuc act counter 1, STAT3 inh 9, FLuc inh counter 0, APP 5'UTR act 1 and ROMK primary 0.18.
`CCOc1cccc(-c2nc3cc(C)ccc3o2)c1` gave STAT1 activator 152*, STAT1 blocker -57, APP transl inh -64, STAT3 act 116, NF-kB expr up 1.8, FLuc act counter 0.3, STAT3 inh -16, FLuc inh counter 68*, APP 5'UTR act 64 and ROMK primary 1.7.
`O=C(COn1nnc2ccc(Cl)cc21)Nc1ccc(F)cc1` gave STAT1 activator 98, STAT1 blocker 1, APP transl inh -3, STAT3 act 93, NF-kB expr up 0.94, FLuc act counter 1, STAT3 inh 12, FLuc inh counter -2, APP 5'UTR act 3 and ROMK primary -0.45.
CCOC(=O)c1c(C)c(C(=O)NCCc2ccccc2)c(C)n1C was read as STAT1 activator 118, STAT1 blocker -18, APP transl inh -12, STAT3 act 120, NF-kB expr up 2, FLuc act counter 1, STAT3 inh -18, FLuc inh counter 0, APP 5'UTR act 12 and ROMK primary 0.043.
`Cc1nnc2c(NC(C)C)nc3ccccc3n12` gave STAT1 activator 106, STAT1 blocker -7, APP transl inh -13, STAT3 act 94, NF-kB expr up 0.99, FLuc act counter 1.1, STAT3 inh 11, FLuc inh counter -5, APP 5'UTR act 13 and ROMK primary -0.65.
`CC12C=CC3(O1)C(C(=O)N(c1ccccc1)C3C(=O)NC1CCCC1)C2C(N)=O` (configuration not stated) gave STAT1 activator 88, STAT1 blocker 7, APP transl inh -7, STAT3 act 99, NF-kB expr up 1.1, FLuc act counter 1.1, STAT3 inh 3, FLuc inh counter -6, APP 5'UTR act 7 and ROMK primary -0.55.
`CC(=O)NC(=S)NNC(=O)C(c1ccccc1)c1ccccc1` gave STAT1 activator 105, STAT1 blocker -6, APP transl inh -28, STAT3 act 108, NF-kB expr up 0.8, FLuc act counter 1.1, STAT3 inh -1, FLuc inh counter -7, APP 5'UTR act 28 and ROMK primary -0.5.
`C=CCn1c(=N)c(C(=O)OCC)cc2c(=O)n3cccc(C)c3nc21` gave STAT1 activator 95, STAT1 blocker 5, APP transl inh -6, STAT3 act 94, STAT3 inh 11, APP 5'UTR act 6 and ROMK primary -0.29.

Of the compounds above, these have an aryl methoxy group:
Screening CCOP(=O)(OCC)C(Nc1ccccc1)c1cc(OC)ccc1OC (configuration not stated) returned STAT1 activator 99, STAT1 blocker 1, APP transl inh -3, STAT3 act 105, NF-kB expr up 0.86, FLuc act counter 1.1, STAT3 inh -2, FLuc inh counter -5, APP 5'UTR act 3 and ROMK primary 0.45.
`COc1ccc(C(C)=O)cc1COC(=O)c1ccc2c(c1)OCO2` gave STAT1 activator 102, STAT1 blocker -2, APP transl inh 1, STAT3 act 95, NF-kB expr up 1.2, FLuc act counter 1.1, STAT3 inh 11, FLuc inh counter -5, APP 5'UTR act -1 and ROMK primary -0.55.
Screening COc1ccc(NC(=O)Nc2ccc(Br)c(C)c2)cc1 returned STAT1 activator 145*, STAT1 blocker -49, APP transl inh -61, STAT3 act 103, NF-kB expr up 1.5, FLuc act counter 1, STAT3 inh 6, FLuc inh counter 0, APP 5'UTR act 61 and ROMK primary -0.27.

High-throughput results (PubChem)
